UDG counter: counter-screen for AID inhibitors: uracil-DNA glycosylase inhibition; Potency, µM (titrated, usually from 115 µM), for inactives: top-dose activity change, negative = inhibition, usual class: inhibitors; AID 1347430; FRET deamination/UDG coupled assay, UDG read, 4 h; 91,000 compounds, 0.14% hits; note: nearly all actives have a fitted effect of over 65% in size
AID inhibitor: blocks human AID cytidine deaminase activity; 91,000 compounds, 0.32% hits; AID 1347428; AID deamination FRET fluorescence, UDG-coupled, 4 h; Potency, µM (titrated, usually from 115 µM), without a hit: top-dose activity change, negative = inhibition, usual class: inhibitors; note: nearly all actives have a fitted effect of over 25% in size
Target sequence (Q9GZX7 whole entry, looked up): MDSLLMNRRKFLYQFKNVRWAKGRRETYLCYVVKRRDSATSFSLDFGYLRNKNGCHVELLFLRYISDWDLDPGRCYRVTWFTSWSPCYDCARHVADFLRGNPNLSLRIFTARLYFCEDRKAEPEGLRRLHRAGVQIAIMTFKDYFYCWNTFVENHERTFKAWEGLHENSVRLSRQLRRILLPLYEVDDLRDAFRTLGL
Numbers without * were called inactive; ? = inconclusive; [ ] = dose if it differs, or a comment. Calls come from the whole dose curve; as a rule, active = well fitted curve in the direction sought with a large enough effect; inconclusive = small, poorly fitted or top-dose-only effect, or another doubt; inactive = no such curve, though single readings can be large; an effect the other way counts as inactive or inconclusive. % is set by controls: 0 for no effect and ±100 for the full control effect; potency is the fitted concentration of half-maximal effect. Not all compounds are listed; the hit share may differ from the screen's.

SMILES | UDG counter | AID inhibitor
C/C(=N\NC(=O)Nc1ccccc1)c1ccc(Br)cc1 | 9% | 1%
CCOC(=O)C1C(=O)C=C(c2ccc(C)cc2)CC1c1ccc(Cl)cc1 (stereo not drawn) | 1% | -11%
Fc1ccc(CNC(=S)NCCc2cccc(Cl)c2)cc1 | -4% | -8%
COC(=O)c1c(NC(=O)COc2cc(C)c(Cl)c(C)c2)sc2c1CCCC2 | 14% | 4%
COc1ccccc1C1CC(=O)Nc2c(-c3ccccc3)nsc21 (stereo not drawn) | 1% | 2%
CNC(=O)c1cccc(-n2c(C)nc3cccnc32)c1C | ? | 92%[activator]
COc1ccc(NC(=O)c2ccc3c(c2)sc2nc(-c4ccc(OC)cc4)cn23)cc1 | 9%[57.5 µM] | 19%
CC(C)(C)c1ccc(C(=O)NC(Nc2ccc(Br)cc2)C(Cl)(Cl)Cl)cc1 (stereo not drawn) | -9% | -16%
CC(Sc1ccccn1)C(=O)NC(C)c1ccc(F)cc1 (stereo not drawn) | -1% | -4%
Cc1ccc(N(C)C(=O)c2noc3c2CCCCC3)cc1C | 2% | 0%
CC(C)CCNc1ncnc2c1cnn2-c1cccc(Cl)c1 | ? | -19%
CCCCCCNC(=O)CCNC(=O)c1cccc(C)c1 | 1% | -8%
COc1ccc(C)cc1NC(=O)c1noc2c1CSc1ccccc1-2 | -2%[57.5 µM] | 4%
CCN1CCN(c2cc(C)c3cc(NC(=O)/C=C/c4cccc(OC)c4OC)ccc3n2)CC1 | -3% | 14%
CCOc1cc(C2c3c(oc4ccc(F)cc4c3=O)C(=O)N2Cc2ccco2)ccc1O (stereo not drawn) | -15% | 12%
CCn1c(=O)c2sccc2n2c(CCC(=O)N3CCN(c4ccccc4OC)CC3)nnc12 | -20% | 4%
S=C(NCCc1ccc(Cl)cc1)Nc1ccc(Oc2ccccc2)cc1 | -2% | -16%
Cc1ccccc1CSCc1ccc(C(=O)NCCc2ccccc2)o1 | -1% | ?
CC(CN1CCCC1)OC(=O)c1ccc(C(C)(C)C)cc1 (stereo not drawn) | -3% | 0%
CCCCCn1c(=O)[nH]c2cc(C(=O)N3CCN(c4cccc(OC)c4)CC3)ccc2c1=O | -6% | 1%
CCOC(=O)C1=C(CN2CCN(c3ccc(C)cc3C)CC2)NC(=O)NC1c1ccc(OC)cc1 (stereo not drawn) | -17% | ?
CCN(CC)CCNC(=O)C(=O)NCC(c1ccc2c(c1)OCO2)N1CCOCC1 (stereo not drawn) | 8%[57.5 µM] | 3%
O=c1oc2ccc3ccccc3c2cc1-c1nnc(Nc2ccccc2F)s1 | -1%[57.5 µM] | 3%
O=C(CN1CCN(c2ccc([N+](=O)[O-])c3cnccc23)CC1)Nc1ccc(OC(F)(F)F)cc1 | -16% | -5%
CCSc1nnc(-c2c[nH]c3ccccc23)n1C1CC1 | -3% | -8%

3 of the compounds above, as a markdown table:
| structure | UDG counter | AID inhibitor |
| --- | --- | --- |
| CCCCCn1c(=O)[nH]c2cc(C(=O)N3CCN(c4cccc(OC)c4)CC3)ccc2c1=O | -6% | 1% |
| CCOC(=O)C1=C(CN2CCN(c3ccc(C)cc3C)CC2)NC(=O)NC1c1ccc(OC)cc1 (stereo not drawn) | -17% | ? |
| CCN(CC)CCNC(=O)C(=O)NCC(c1ccc2c(c1)OCO2)N1CCOCC1 (stereo not drawn) | 8%[57.5 µM] | 3% |

More compounds follow:
SMILES | UDG counter | AID inhibitor
Cc1oc(-c2nc(C#N)c(NC(C)c3ccccc3)o2)cc1S(=O)(=O)N(C)C (stereo not drawn) | 6% | -1%
O=C(NCCc1ccccc1)C(=O)NCC(c1ccc2c(c1)OCO2)N1CCOCC1 (stereo not drawn) | 8% | 1%
Cc1ccccc1CSc1nnc2[nH]c(=O)cc(C)n12 | 1% | 3%
CCCOc1ccc(OC(=O)c2ccc(-c3ccc(CCC)cn3)cc2)cc1 | -6% | 9%
CCOC(=O)NCc1cccc(CNC(=O)OCC)c1 | -1% | -5%
CCCCN(C)CCCN1C(=O)c2ccccc2C1C(=O)NC1CCCCC1 (stereo not drawn) | 11% | 6%
O=C(/C=C/c1ccc(F)cc1)c1cccc(N2CCOCC2)c1 | -2% | -17%
COCCn1c(=O)[nH]c2cc(C(=O)N3CCN(c4ccccc4)CC3)ccc2c1=O | -10% | -3%
O=C(Nc1nc2ccc(S(=O)(=O)N3CCCC3)cc2s1)c1ccc(F)cc1 | -11% | -14%
CCCCOc1ccc2c(C)c(CCC(C)C)c(=O)oc2c1 | 5% | -3%
COc1ccc(OC)c(NC(=O)c2cc(S(=O)(=O)NCCc3ccc(Cl)cc3)ccc2F)c1 | -7% | -23%
CSc1ccc(C(=O)Nc2cc(C)ccc2F)cc1 | -2% | -1%
CCOc1c(CNc2ccc(N3CCOCC3)c(C(=O)O)c2)cccc1OC | 2% | 3%
CCN(CC)c1cc(C)c2cc(NC(=O)c3ccccc3Cl)ccc2n1 | -12% | ?
Cc1ccc(S(=O)(=O)n2nc(C)c(S(=O)(=O)N3CCC(C)CC3)c2C)cc1 | 3% | 118%[activator]
O=C(CSc1nc(=O)n(CCN2CCOCC2)c2c1CCC2)Nc1ccccc1 | 7% | 17%
Cc1cc(/C=N/O)c(C)n1-c1ccncc1 | -7% | -6%
C/C(=N/Nc1ccc(S(N)(=O)=O)cc1[N+](=O)[O-])c1ccccc1Br | -2% | -11%
CCOC(=O)c1sc(N)c(C#N)c1C | -9% | -8%
CC(=O)Nc1ccccc1-c1nc2ccccc2n(CC(=O)Nc2ccc(C)c(Cl)c2)c1=O | -4% | 4%
Brc1ccc(Nc2c3c(nc4nncn24)CCC3)cc1 | -14% | -19%
COc1ccc(N2CCN(C(=O)c3nc(SC)ncc3Cl)CC2)cc1 | 12% | -2%
CC(=O)c1ccc(S(=O)(=O)N2CCN(C(=O)c3cc(C)n(C(C)C)c3C)CC2)cc1 | 8% | 1%
CN(C(=O)CCc1ccsc1)C1CCCCC1 | 10% | 2%
O=C(CN1CCN(c2ccccc2F)CC1)NC(=O)NCC(F)(F)F | 9% | 6%
SMILES | UDG counter | AID inhibitor
CCc1nn2c(=O)cc(COC(=O)c3cccc(NC(=O)COc4ccccc4)c3)nc2s1 | 2% | 2%
COc1ccc(/C=C(\C#N)C(=O)Nc2cccc(C(F)(F)F)c2)cc1OC | 2% | 5%
O=C(CSc1n[nH]c(-c2cc(Cl)ccc2Cl)n1)N1CCCC1 | 0% | -5%
Cc1ccc(CNC(=O)c2cc(-c3ccc(C)o3)nc3ccccc23)cc1 | 4% | 15%
Cc1cccc(NC(=O)N(C)C(c2ccc(Cl)cc2)c2nccn2C)c1 (stereo not drawn) | -6% | -2%
CCOc1ccccc1CNC(=O)c1cc2n(n1)CCCN(Cc1ccc(C)cc1)C2=O | 3% | ?
O=C(NCC(c1ccccc1)c1c[nH]c2ccccc12)c1ccccc1 (stereo not drawn) | -6% | -7%
COc1ccc(OC)c(NC(=O)CCNC(=O)Cn2cnc3ccccc3c2=O)c1 | 0%[57.5 µM] | 18%[57.5 µM]
O=C(O)CNC/C=C/c1ccccc1 | -6% | -3%
Cc1ccc(C(=O)NCCc2nc3cc(NC(=O)c4ccccc4C)ccc3n2C)cc1F | 3% | -1%
CCc1ccc(S(=O)(=O)N2CCN(C(=O)c3cc(C)on3)CC2)cc1 | 5% | 29%
O=C(NNS(=O)(=O)c1ccccc1[N+](=O)[O-])c1cccs1 | 4% | 11%
COc1cc(CNn2cnnc2)ccc1OCc1ccccc1F | -1% | -1%
COc1cccc(N2CCN(S(=O)(=O)c3cc(-c4cc(C)no4)ccc3C)CC2)c1 | -1% | 9%
Cc1cc2c(c(=O)n1CCN(C)C)C(c1ccc(Cl)cc1Cl)C(C#N)=C(N)O2 (stereo not drawn) | -1% | 3%
CCCCCCC/C=N/NC(N)=S | 4% | -4%
O=C(CN1C(=O)CCSc2ccccc21)Nc1ccccc1F | 17% | -2%
COc1ccc(-c2nc3ccccc3o2)cc1NC(=O)c1ccc(OCC(C)C)cc1 | -2% | 9%
CCn1c(SCc2ccccc2Cl)nc(=O)c2c(C(=O)OC)cc(C3CC3)nc21 | ? | ?
CC(C(=O)c1ccc(Cl)cc1)C1(O)C(=O)Nc2ccccc21 (stereo not drawn) | -6% | 8%
CCc1ccc2oc(C(=O)NCC(c3ccc(C)o3)N3CCC(C)CC3)cc(=O)c2c1 (stereo not drawn) | -6% | -16%
Cc1ccc2cccc(NC(=O)COc3ccccc3Cl)c2n1 | 9% | 21%
Cc1ccc(NC(=O)c2ccc(F)cc2Cl)nc1 | -8% | 4%
Cc1ccc(-c2cc(C(F)(F)F)n3nc(C(=O)Nc4ccc(Cl)c(C(F)(F)F)c4)cc3n2)cc1 | -13%[57.5 µM] | 16%[57.5 µM]
CCCCC(=O)OC1=C(C(=O)c2ccccc2)N(C)S(=O)(=O)c2ccccc21 | -13% | ?
SMILES | UDG counter | AID inhibitor
Cc1cccc(C(=O)Nc2ccc3nc(SCC(=O)N4CCCC4)sc3c2)c1 | -10%[57.5 µM] | 24%
Cc1[nH]c2c(Cl)cccc2c1C | -1% | -7%
CC(C)Cc1nc(NCCN2CCOCC2)c(C#N)c2c1CCCC2 | -3% | -15%
Cc1nn(C)c(C)c1NC(=O)c1c(Br)cnn1C | 5% | 4%
CC(C)(C)c1nc2cc(NC(=O)c3ccc[nH]c3=O)ccc2o1 | -8% | -6%
Cc1ccc(Cl)cc1N1CCN(C(=O)CCCn2c(=O)[nH]c3ccc(Br)cc3c2=O)CC1 | -22% | -23%
O=C(/C=C/N(C1CCCCC1)C1CCCCC1)C(F)(F)F | -8% | -10%
Cc1ccc(NC(=O)Cc2coc3ccc(C(C)C)cc23)c(C)c1 | 17% | 3%
CCc1ccc(NCc2cc3cc4c(cc3n(CC(=O)Nc3ccccc3Cl)c2=O)OCO4)cc1 | -15% | 73%
CN1C(=O)c2ccc(NC(=O)C(F)(F)C(F)(F)C(F)(F)F)cc2C1=O | -1% | 2%
Cc1cc(C)c(/C=N/NC(=O)c2csc3ccccc23)c(C)c1 | -2% | -4%
S=C(NCCSc1ccc(Cl)cc1)Nc1ccc(Nc2ccccc2)cc1 | 2% | -9%
CC(Sc1nc2ccc(F)cc2c(=O)[nH]1)C(=O)NC1CCCC1 (stereo not drawn) | 5% | 0%
COc1ccccc1N1CCN(CCCNC(=O)c2cnn(-c3ccccc3)c2C2CCN(C(=O)OC(C)(C)C)CC2)CC1 | -2% | -18%
Cc1ccc(NC(=O)c2ccc3c(c2)NC(=O)CS3)cc1C | -3% | 5%
Cc1ccccc1Nc1c(-c2c(F)cccc2Cl)nc2ccc(Br)cn12 | -5% | -8%
Cc1ccc(CNC(=O)Cc2c(C(=O)O)c(C)cn2C)cc1 | 9% | 76%[activator]
COc1cccc(C(=O)N(Cc2ccc(N(C)C)cc2)Cc2ccco2)c1 | -13% | -15%
Cc1ccc2nc(-c3ccc(NC(=O)Cc4ccccc4)cc3)sc2c1 | 3%[57.5 µM] | 18%[57.5 µM]
Cc1ccc(Cc2nc3ccccc3nc2SCC(=O)NCc2ccc(F)cc2)cc1 | -13% | 9%
COc1ccc(S(=O)(=O)N2N=C(c3cccc(NS(C)(=O)=O)c3)CC2c2ccccc2C)cc1 (stereo not drawn) | -1% | -6%
Cc1ccc(-c2csc(-c3ccccc3)n2)cc1C | -4% | -14%
Cc1ccc(S(=O)(=O)CC(=O)c2ccc(F)cc2)cc1C | -3% | -6%
COc1ccccc1-c1nc(C#N)c(NCCN2CCOCC2)o1 | -4% | 4%
COc1ccc(-c2cn3nc(N4CCC(C(=O)Nc5ccc(Cl)cc5C)CC4)sc3n2)cc1 | 0% | 0%

Of the compounds above, 6 contain two or more sulfur atoms:
SMILES | UDG counter | AID inhibitor
O=C(Nc1nc2ccc(S(=O)(=O)N3CCCC3)cc2s1)c1ccc(F)cc1 | -11% | -14%
Cc1ccc(S(=O)(=O)n2nc(C)c(S(=O)(=O)N3CCC(C)CC3)c2C)cc1 | 3% | 118%[activator]
O=C(NNS(=O)(=O)c1ccccc1[N+](=O)[O-])c1cccs1 | 4% | 11%
Cc1cccc(C(=O)Nc2ccc3nc(SCC(=O)N4CCCC4)sc3c2)c1 | -10%[57.5 µM] | 24%
S=C(NCCSc1ccc(Cl)cc1)Nc1ccc(Nc2ccccc2)cc1 | 2% | -9%
COc1ccc(S(=O)(=O)N2N=C(c3cccc(NS(C)(=O)=O)c3)CC2c2ccccc2C)cc1 (stereo not drawn) | -1% | -6%

For convenience, seven of the compounds above.
SMILES | UDG counter | AID inhibitor
Cc1ccc2nc(-c3ccc(NC(=O)Cc4ccccc4)cc3)sc2c1 | 3%[57.5 µM] | 18%[57.5 µM]
Cc1ccc(Cc2nc3ccccc3nc2SCC(=O)NCc2ccc(F)cc2)cc1 | -13% | 9%
COc1ccc(S(=O)(=O)N2N=C(c3cccc(NS(C)(=O)=O)c3)CC2c2ccccc2C)cc1 (stereo not drawn) | -1% | -6%
Cc1ccc(-c2csc(-c3ccccc3)n2)cc1C | -4% | -14%
Cc1ccc(S(=O)(=O)CC(=O)c2ccc(F)cc2)cc1C | -3% | -6%
COc1ccccc1-c1nc(C#N)c(NCCN2CCOCC2)o1 | -4% | 4%
COc1ccc(-c2cn3nc(N4CCC(C(=O)Nc5ccc(Cl)cc5C)CC4)sc3n2)cc1 | 0% | 0%

Going on with the list:
SMILES | UDG counter | AID inhibitor
CCOc1ccccc1NC(=O)Cn1c(=O)n(Cc2nc(C)no2)c(=O)c2ccccc21 | 1% | 3%
COc1ccc(CN(C)Cc2cc(=O)oc3c(C)c(C)ccc23)cc1 | -1% | -4%
Cc1ccc(C)c(-c2cc(C(=O)NC3CCCC3)c3cc(Br)ccc3n2)c1 | -5% | -2%
COc1ccc(/C=C/C(=O)NC2CC2)cc1 | -4% | 0%
O=Cc1c(-c2ccc(Cl)cc2Cl)[nH]c2ccccc12 | -1% | -3%
Cc1ccc(NC(=O)N2CCN(C3=Nc4ccccc4Oc4ccccc43)CC2)c(Cl)c1 | -12% | -17%
